Screens from PubChem BioAssay.
GBA activity up – GBA activity enhancers in patient fibroblasts, primary screen, cell-based | AID 784, 2007 | 30,000 tested, 0.44% active | activation, % at 10 µM | L444P Gaucher fibroblasts, 4-MU-glucoside fluorescence, 3 days; in the data active = activation above about 65%;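 note: 0% = vehicle wells and 100% = positive control wells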
Target sequence (P04062 whole entry L483P): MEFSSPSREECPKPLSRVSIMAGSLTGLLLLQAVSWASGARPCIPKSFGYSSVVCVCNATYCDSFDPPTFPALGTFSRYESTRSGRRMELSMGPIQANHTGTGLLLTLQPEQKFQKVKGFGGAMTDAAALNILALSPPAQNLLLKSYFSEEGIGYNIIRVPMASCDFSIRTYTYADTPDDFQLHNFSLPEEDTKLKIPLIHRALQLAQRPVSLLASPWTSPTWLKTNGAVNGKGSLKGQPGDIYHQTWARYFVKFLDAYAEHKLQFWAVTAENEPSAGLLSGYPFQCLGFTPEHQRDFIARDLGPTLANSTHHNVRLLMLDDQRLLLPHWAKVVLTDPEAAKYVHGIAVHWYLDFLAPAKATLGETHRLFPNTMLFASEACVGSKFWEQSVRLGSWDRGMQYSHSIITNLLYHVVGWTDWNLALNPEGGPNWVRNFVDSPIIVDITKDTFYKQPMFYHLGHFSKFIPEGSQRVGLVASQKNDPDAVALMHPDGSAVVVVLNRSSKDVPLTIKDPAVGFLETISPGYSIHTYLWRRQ
Numbers without * were called inactive. Some of the compounds tested, so the mix of outcomes need not match the whole.

O=C1CC(N2CCN(c3ccccc3F)CC2)C(=O)N1c1ccc2c(c1)OCCO2 (stereo not given)
  GBA activity up: 6

CC(C)(C)c1[nH]nc2c1C(c1ccccc1OC(=O)N1CCOCC1)C(C#N)=C(N)O2 (stereo not given)
  GBA activity up: -11

CCSc1nnc(NC(=O)c2cccc(OCc3c(C)noc3C)c2)s1
  GBA activity up: -16

COc1ccccc1N1CCN(CC(O)COc2ccc(S(=O)(=O)N3CCOCC3)cc2)CC1 (stereo not given)
  GBA activity up: -17

COc1ccc(S(=O)(=O)NC2CC(C)(C)NC(C)(C)C2)c(C)c1C
  GBA activity up: -12

CCc1c(C)nc(N)n2c(SCC(=O)N3CCN(c4ccccc4)CC3)nnc12
  GBA activity up: -9

COc1ccc(OC(C)C(=O)N2CCc3ccccc3C2)cc1 (stereo not given)
  GBA activity up: 3

CC(=O)c1cccc(NC(=O)Nc2cccs2)c1
  GBA activity up: -49

Cc1cc(NC(=O)Cn2cc(C(F)(F)F)cc(Cl)c2=O)no1
  GBA activity up: -22

COc1ccc2c(c1OC)C(=O)O[C@@H]2[C@H]1c2c(cc3c(c2OC)OCO3)CCN1C
  GBA activity up: -6

Cc1ccc(Cn2c(N3CCCCCC3)nc3c2c(=O)[nH]c(=O)n3C)cc1
  GBA activity up: -23

Cc1cc(Cl)ccc1OCC(=O)N1CC(C)CC(C)C1 (stereo not given)
  GBA activity up: -13

c1cn(CC2(Cn3ccnc3)COC2)cn1
  GBA activity up: 2

CCCCOc1ccccc1NC(=O)CC1SC(=NCC)N(CC)C1=O (stereo not given)
  GBA activity up: 0

O=C(Cn1nnc2c(cnn2-c2ccc(F)cc2)c1=O)OC1CCCCC1
  GBA activity up: 3

COC(=O)CCC(=O)c1oc2ccccc2c1NC(=O)CCCN1C(=O)c2ccccc2C1=O
  GBA activity up: -26

C=CCn1c(=N)n(CC(O)c2ccco2)c2ccccc21 (stereo not given)
  GBA activity up: -24

CCOc1cc(N2CCOCC2)c(OCC)cc1NC(=O)CSc1cccc[n+]1[O-]
  GBA activity up: 13

COc1cccc(NC(=O)Nc2cc(C)ccc2F)c1
  GBA activity up: -4

N#CCCC12CCCCC1=Nc1ccccc12 (stereo not given)
  GBA activity up: 0

O=S(=O)(NCC1CCCO1)c1cccc(C(F)(F)F)c1 (stereo not given)
  GBA activity up: -2

Cc1ccc(N2CCN(CCc3nc4cc(NC(=O)c5ccco5)ccc4n3C)CC2)cc1
  GBA activity up: 8

O=C(CN1C(=O)CCC1=O)Nc1nc(-c2ccc(Cl)s2)cs1
  GBA activity up: -29

CCOC(=O)c1ccc(OCC(=O)c2ccc(O)cc2O)cc1
  GBA activity up: -38

Cn1cnnc1Sc1nc2ccccc2nc1NS(=O)(=O)c1ccccc1
  GBA activity up: 3

Cc1[nH]c2ccccc2c1C(=O)COC(=O)C1CCC(=O)N1 (stereo not given)
  GBA activity up: -2

CCP(=O)(c1ccccc1)C(C)(C)O (stereo not given)
  GBA activity up: -6

COc1ccc(OC)c(S(=O)(=O)N2CCC(C(=O)Nc3cccc(C)c3C)CC2)c1
  GBA activity up: -19

CSc1nccn1CC(=O)Nc1ccc(F)cc1
  GBA activity up: 1

CCCCC(=O)NCCc1cc2c(OC)ccc(OC)c2[nH]c1=O
  GBA activity up: -50

CC1(C)OC(=O)C(=CNCC(=O)NCC(=O)O)C(=O)O1
  GBA activity up: 0

Cc1cccc2sc(NC(=O)CCNS(=O)(=O)c3cccc4nonc34)nc12
  GBA activity up: -19

COc1cccc(C2CC(c3ccccc3Cl)n3ncnc3N2)c1 (stereo not given)
  GBA activity up: -14

COc1cc(C2=NOC(C(=O)N3CCN(c4ccc(F)cc4)CC3)C2)cc(OC)c1OC (stereo not given)
  GBA activity up: -6

c1ccc(-c2noc(C3CCCCC3)n2)nc1
  GBA activity up: 25

CCOC(=O)N1CCN(C(=O)C2c3cc(OC)c(OC)cc3C(=O)N3CCc4ccccc4C23)CC1 (stereo not given)
  GBA activity up: -41

COc1ccc(OC)c(S(=O)(=O)N2C(C)CCCC2C)c1 (stereo not given)
  GBA activity up: -15

Cc1cc(C)n(CCOc2ccc(Cl)cc2Cl)n1
  GBA activity up: -32

COc1ccc(N2CCN(C(=O)c3ccc(-n4nc(C)cc4C)cc3)CC2)cc1
  GBA activity up: -28

COc1cccc(-c2noc(CCC(=O)Nc3cccnc3)n2)c1
  GBA activity up: 2

COc1cccc(-c2nnc(NC(=O)c3ccc(S(=O)(=O)N4CC(C)OC(C)C4)cc3)o2)c1 (stereo not given)
  GBA activity up: 42

CCCCc1oc2ccccc2c1C(=O)c1cc(I)c(OCCN(CC)CC)c(I)c1
  GBA activity up: -63

CC1(C)S[C@@H]2[C@H](NC(=O)Cc3ccccc3)C(=O)N2[C@H]1C(=O)O
  GBA activity up: -10

CCCCNC(=O)C1C2C=CC3(CN(Cc4ccccc4Cl)C(=O)C13)O2 (stereo not given)
  GBA activity up: -38

Cc1ccc(NC(=O)CCc2c(C)nc3ncnn3c2C)cc1
  GBA activity up: -45

COc1ccccc1-n1c(SCC(=O)N2CCCCC2)nc2cccnc21
  GBA activity up: -7

COc1cccc(C2CC(C(F)(F)F)n3ncc(C(=O)NCC4CCCO4)c3N2)c1 (stereo not given)
  GBA activity up: -7

Cc1c(N=C2NC(=O)C(CC(=O)Nc3ccc(Cl)cc3)S2)c(=O)n(-c2ccccc2)n1C (stereo not given)
  GBA activity up: 7

O=C(O)CSc1nnc(CNc2ccccc2Cl)n1-c1ccccc1
  GBA activity up: 58

CCOC(=O)Cn1cnc2c(nnn2-c2ccc(OC)cc2)c1=O
  GBA activity up: -13

CCc1cccc(NC(=O)C2CCCC2)c1
  GBA activity up: -6

CC(C)(C)OC(=O)N1CCCC1C(=O)N1CCc2ccccc21 (stereo not given)
  GBA activity up: -31

O=C(CN1CCN(Cc2ccc3c(c2)OCO3)CC1)N1CCc2[nH]c3ccc(F)cc3c2C1
  GBA activity up: -35

CCN(CC(=O)Nc1ccccc1OC)C(=O)C1CC2C=CC1C2 (stereo not given)
  GBA activity up: 2

COc1cc(NC(=O)c2cccs2)ccc1NC(=O)c1ccco1
  GBA activity up: 1

Cn1cnc2c1c(=O)n(Cc1ccc(F)cc1Cl)c(=O)n2C
  GBA activity up: -6

COCCNC(=O)C(C#N)c1nc2ccccc2nc1N1CCCCCC1 (stereo not given)
  GBA activity up: -1

Cc1ccc(OCc2ccc(C(=O)Nc3nccs3)o2)cc1
  GBA activity up: -16

COc1cccc(C2C(C(=O)Nc3ccc(C)cc3C)=C(C)Nc3ncnn32)c1OC (stereo not given)
  GBA activity up: 10

CC(C)C(NS(=O)(=O)c1cccs1)C(=O)NCCN1CCN(c2ccccc2)CC1 (stereo not given)
  GBA activity up: -18

COc1ccc2cc(CN(CCc3ccccc3)Cc3nnnn3Cc3ccco3)c(=O)[nH]c2c1
  GBA activity up: -2

COc1cccc(-c2nn(C)c3sc(C(=O)NCc4ccccn4)cc23)c1
  GBA activity up: 1

COc1ccc(-c2ccc(SCC(=O)N3CCOCC3)nn2)cc1
  GBA activity up: 2

CCOC(=O)C1CCN(Cc2nc(-c3ccc(OC)c(OC)c3)no2)CC1
  GBA activity up: -17

CCn1nc(C(=O)OCc2c(C)noc2C)c2ccccc2c1=O
  GBA activity up: -10

CCCCCCn1c(SCC(C)C)nc2c1c(=O)[nH]c(=O)n2C
  GBA activity up: -9

CCc1ccc2[nH]c(=O)c(CN(Cc3ccccc3OC)Cc3nnnn3Cc3ccco3)cc2c1
  GBA activity up: -8

Nn1c(SCC(=O)N2CCCCC2)nnc1-c1ccncc1
  GBA activity up: -5

O=C(NCC1CCCO1)c1cccc(Br)c1 (stereo not given)
  GBA activity up: 15

COC(=O)c1ccccc1NC(=O)N1CCN(S(=O)(=O)c2ccc(Cl)cc2)CC1
  GBA activity up: -17

COc1ccc(CNc2nc3c(c(=O)n(Cc4ccc(F)cc4)c(=O)n3C)n2C)cc1
  GBA activity up: 19

O=C(CSCC(=O)NCc1ccco1)NCc1ccco1
  GBA activity up: 1

Cc1noc(C)c1COC(=O)c1ccccc1NC(=O)Cc1ccccc1
  GBA activity up: 4

COCCN(C(=O)CNC(=O)c1cccs1)C(C(=O)NC1CCCC1)c1cccs1 (stereo not given)
  GBA activity up: -8

COc1ccc(Br)cc1/C=c1\sc2nc(-c3ccco3)nn2c1=O
  GBA activity up: -3

COc1ccc(NC(=O)CC(NCCc2ccccc2)C(=O)O)c(OC)c1 (stereo not given)
  GBA activity up: 26

COc1ccc2[nH]c(=O)c(C(c3nnnn3C3CCCCC3)N3CCN(C)CC3)cc2c1 (stereo not given)
  GBA activity up: -53

Cc1ccc(N(C(=O)C2CCCC2)C2C=CS(=O)(=O)C2)cc1 (stereo not given)
  GBA activity up: -1

CCOC(=O)C1=C(C)OC(N)=C(C#N)C1c1c(C)nn(-c2ccccc2)c1Cl (stereo not given)
  GBA activity up: -7

CCCCOc1ccc(S(=O)(=O)NCc2csc(C)n2)cc1
  GBA activity up: 2

Cc1ccc(C(=O)Nc2ccc(O)c(C(=O)O)c2)o1
  GBA activity up: -10

CS(=O)(=O)NC1CCN(Cc2ccccc2)CC1
  GBA activity up: 4

CCc1ccccc1OCC(=O)NC1CCCC1
  GBA activity up: -11

CCc1nc2ccccc2c(C(=O)OC2CCOC2=O)c1C (stereo not given)
  GBA activity up: 2

O=c1c2cc3c(cc2[nH]c(=S)n1CCN1CCOCC1)OCO3
  GBA activity up: -14

Cc1ccc(-c2nc(C3CCN(S(C)(=O)=O)CC3)no2)cc1
  GBA activity up: 11

O=S(=O)(NCC1CCCO1)c1ccc(S(=O)(=O)N2CCc3ccccc3C2)cc1 (stereo not given)
  GBA activity up: -1

COc1ccc(C2C(C(=O)OCC(=O)N3CCCCC3)CCC(=O)N2c2ccc(OC)cc2)cc1 (stereo not given)
  GBA activity up: -11

CCN(CC)S(=O)(=O)c1ccc(Nc2nc3ccccc3n3nnnc23)cc1
  GBA activity up: -2

Cc1ccc(S(=O)(=O)Nc2nsc(N)n2)cc1
  GBA activity up: -18

COc1ccc(C(CNC(=O)c2cccc(N(C)C)c2)N2CCCC2)cc1 (stereo not given)
  GBA activity up: -15

CCOC(=O)c1c(C)nc2c3ccccc3ccn12
  GBA activity up: 3

CCCc1c(O)nc(SCC(=O)NCCc2ccc(OC)c(OC)c2)[nH]c1=O
  GBA activity up: -16

O=S(=O)(c1ccc(OCC(O)CN2CCN(c3ccccc3O)CC2)cc1)N1CCOCC1 (stereo not given)
  GBA activity up: -11

CCOc1ccc(C(=O)Nc2ccc(Cl)cn2)cc1Cl
  GBA activity up: -15

CCN(CC)c1ccc(NC(=O)c2cccc(C)c2OC)c(C)c1
  GBA activity up: 4

CC(C)n1c(CNC(=O)c2ccccc2)nc2ccccc21
  GBA activity up: -12

CC(C)(C)NC(=O)CN(C(=O)c1ccc(CN2CCOCC2)o1)c1ccc2c(c1)OCCO2
  GBA activity up: -11

COc1cc(C)nc(SCC(N)=O)n1
  GBA activity up: -7

COC(=O)c1nc(NC(=O)C(C)C)n[nH]1
  GBA activity up: -8

O=C(CNCCO)NC12CC3CC(CC(C3)C1)C2
  GBA activity up: 10

Cn1c(-c2ccc(C(=O)c3ccccc3)s2)nc2ccccc21
  GBA activity up: -6

Fc1ccc(-c2cc(C(F)(F)F)nc(NCC3CCCO3)n2)cc1 (stereo not given)
  GBA activity up: -14

Cn1c2ccc(CC(=O)O)cc2c2cc(CC(=O)O)ccc21
  GBA activity up: 3

O=C(c1nc2ncccn2n1)N1CCN(c2ccccc2)CC1
  GBA activity up: -8

O=C(Cn1c(NCCCO)nc2ccccc21)c1cccc(Br)c1
  GBA activity up: 1

NS(=O)(=O)c1ccc(CCNc2cc(=O)n(Cc3ccc(F)cc3)c(=O)[nH]2)cc1
  GBA activity up: 3

COc1cccc(C2/C(=C(/O)c3ccncc3)C(=O)C(=O)N2CCCN2CCOCC2)c1OC (stereo not given)
  GBA activity up: 8

O=C(c1ccco1)N1CCN(C(=O)c2cnn3c2NC(c2cccs2)CC3C(F)(F)F)CC1 (stereo not given)
  GBA activity up: -30

COc1cc(C(=O)O)cc(Br)c1OC1CCCC1
  GBA activity up: -21

CCOC(=O)CCNC(=O)Nc1ccc2nc(C)n(Cc3ccc(Cl)cc3)c(=O)c2c1
  GBA activity up: -8

Cc1nn(C(C)C(=O)N2CCc3ccccc3C2)c(=O)c2cc3occc3n12 (stereo not given)
  GBA activity up: -48

COCC(C)NC(=O)CCS(=O)(=O)c1nc(-c2ccc(OC)cc2)cc(C(F)(F)F)n1 (stereo not given)
  GBA activity up: -24

CCc1ccc(CNCc2cccnc2)cc1
  GBA activity up: -12

O=C(COC(=O)Cc1ccc(S(=O)(=O)N2CCCCC2)s1)Nc1ccc2c(c1)OCO2
  GBA activity up: -3

CC(C)CCNC(=O)CN(C(=O)CCC(=O)Nc1ccccn1)c1ccc2c(c1)OCO2
  GBA activity up: -26

CCCCOc1ccccc1C1C(C(N)=O)=C(C)Nc2nnnn21 (stereo not given)
  GBA activity up: 23

COc1ccc2nc(SCc3cnc(C)nc3N)[nH]c2c1
  GBA activity up: -24

O=C(c1ccc(S(=O)(=O)N2CCC(c3nc4ccccc4[nH]3)CC2)cc1)N1CCOCC1
  GBA activity up: 22

COc1ccc(C(=O)N(Cc2nc(-c3ccc(C)cc3)no2)C2CCCCC2)cc1OC
  GBA activity up: 17

Among those listed so far, these have a cyano group:
CC(C)(C)c1[nH]nc2c1C(c1ccccc1OC(=O)N1CCOCC1)C(C#N)=C(N)O2 (stereo not given)
  GBA activity up: -11

N#CCCC12CCCCC1=Nc1ccccc12 (stereo not given)
  GBA activity up: 0

COCCNC(=O)C(C#N)c1nc2ccccc2nc1N1CCCCCC1 (stereo not given)
  GBA activity up: -1

CCOC(=O)C1=C(C)OC(N)=C(C#N)C1c1c(C)nn(-c2ccccc2)c1Cl (stereo not given)
  GBA activity up: -7

The listing continues:
CSc1nc2c(ccc3ccccc32)o1
  GBA activity up: 4

Cc1cc(C)n(-c2ccc(Cl)c(C(=O)Nc3ccc(-c4nnc5n4CCCCC5)cc3)n2)n1
  GBA activity up: -2

CCOC(=O)c1ccccc1NC(=O)c1cncc(Br)c1
  GBA activity up: 15

Cn1c(=O)cc(SCC(=O)NCCCN2CCOCC2)c2ccccc21
  GBA activity up: -6

Cc1ccc2cc3cc(C(=O)NCc4ccco4)oc3nc2c1
  GBA activity up: 14

Cc1cc(NS(=O)(=O)c2ccc(NC(=O)C(C)Oc3ccc4c(C)cc(=O)oc4c3)cc2)no1 (stereo not given)
  GBA activity up: -7

C/C(=C\c1ccco1)C1Nc2cccc3cccc(c23)N1
  GBA activity up: 4
